Bioassay records from PubChem.
Pf gamet viab = P. falciparum stage V gametocyte viability inhibition. P. falciparum stage V gametocytes, ATP luminescence, 24 h. inhibition, % at 10.9 µM. hit rate 0.065% among 150,000. AID 743093;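 active = inhibition above the mean plus 3 SD of compounds within the control limits, set per campaign, cut at about 38% in these data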;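 also: 0% = DMSO wells and 100% = medium only without gametocytes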
Avidin bead fluor = avidin bead compound fluorescence profile; fluorescence (KMESF) at 10 µM; AID 1775; hit rate 0.38% among 220,000; Avidin beads, compound fluorescence 488/530 nm, flow cytometry; stronger effect = higher value; in the data active = fluorescence above about 47; also: inactives centre near 10
Mcl1 Noxa PPI = Mcl-1/Noxa interaction inhibition; TR-FRET Mcl-1/Noxa peptide binding, 2 h; hit rate 1.5% among 220,000; AID 1022; Q07820; inhibition, % at 21.7 µM;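 active = compounds that cut the protein-peptide binding signal by more than 50% relative to plate controls in a single-dose test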;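 also: His-tagged Mcl-1 with rhodamine Noxa BH3 peptide and terbium anti-His antibody; 0% = Mcl-1 plus Noxa peptide wells and 100% = peptide-only wells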
Target sequence (Q07820 whole entry, looked up): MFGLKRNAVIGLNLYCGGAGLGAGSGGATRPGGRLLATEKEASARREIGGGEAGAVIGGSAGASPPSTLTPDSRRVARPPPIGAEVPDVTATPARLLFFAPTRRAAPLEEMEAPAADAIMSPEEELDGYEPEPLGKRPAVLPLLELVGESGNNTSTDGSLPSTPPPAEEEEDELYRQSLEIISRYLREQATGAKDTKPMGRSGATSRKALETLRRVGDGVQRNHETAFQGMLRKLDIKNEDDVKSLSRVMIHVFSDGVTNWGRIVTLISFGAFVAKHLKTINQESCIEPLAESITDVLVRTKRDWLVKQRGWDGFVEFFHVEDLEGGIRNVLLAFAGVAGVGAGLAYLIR
* hit, by the source's call; & = joins results of further samples. This is a subset, so the mix of outcomes need not match the whole.

Compound | Pf gamet viab | Avidin bead fluor | Mcl1 Noxa PPI
COc1ccc(N2C=C3C(=O)C(C)(OC(=O)CCc4ccccc4)C(=O)C=C3C=C2c2ccc(C#N)cc2)cc1 (centres undefined) | 19 | 8 | -14
CN(c1ccccc1)S(=O)(=O)c1cccc(NC(=O)c2cncc(Br)c2)c1 | 13 | 9 | 12
Cc1ccc(CCNC(=O)c2cc(-c3ccncc3)nc3ccccc23)cc1 | 12 | 3 | 8
O=C(c1ccc2c(=O)n3c(nc2c1)CCCCC3)N1CCc2ccccc21 | -41 | 7 | 4
CCCC[N+](CC#CCO)(CC#Cc1ccccc1)CCCC | -2 | 8 | 7
CC(C)(C)c1ccc(CCC2OCC(CN3CCOCC3)O2)cc1 (centres undefined) | -3 | 2 | 0
Cc1nn(C(C)(C)C)c(NC(=O)c2ccc(Cl)cc2Cl)c1Br | -6 | 8 | -2
CCOC(=O)c1c(N)c2cc([N+](=O)[O-])cnc2n1C | 33 | 10 | 18
O=C(Cn1nc(C(=O)O)c2ccccc2c1=O)Nc1ccc2c(c1)OCO2 | 7 | 5 | 1
CN1C(=O)N(C)C2(C)CC1(C)N(C)C(=O)N2C | 12 | 7 | 14
O=c1cc(C(F)(F)F)[nH]c2ccc(OC(F)(F)F)cc12 | -16 | 2 | 1
CC(NC(=O)C1CCCN1S(=O)(=O)c1ccc2c(c1)n(C)c(=O)c(=O)n2C)c1ccccc1 (centres undefined) | -15 | 8 | -29
O=C(Nc1ccc(Br)cn1)c1coc(=O)c(Br)c1 | 4 | 6 | 8
Cn1c(=O)c2c(nc(N3CCOCC3)n2C/C=C/c2ccccc2)n(C)c1=O | 3 | 7 | -3
Cc1ccc(N2C(=O)[C@@H]3C(C(=O)CN4C(=O)c5ccccc5C4=O)=NN[C@@H]3C2=O)c(C)c1 | 7 | 8 | -9
COc1ccc(CN2CCOCCOCCOCC2)cc1 | 17 | 9 | -4
Cc1nnsc1C(=O)NNC(=O)c1ccc(C(F)(F)F)cc1 | 7 | 7 | 0
FC(F)(F)c1cc(-c2ccccn2)nc2cc(-c3ccccc3)nn12 | -9 | 5 | -4
CCc1ccc(S(=O)(=O)Nc2ccc(C)c(NS(C)(=O)=O)c2)cc1 | 17 | 8 | 6
O=C(NN1C(=O)C2C3C=CC([C@@H]2C1=O)C31CC1)c1ccccc1 (some centres undefined) | 2 | 6 | 17
C#CCn1c(=NC(=O)c2ccco2)sc2cccc(Cl)c21 | 8 | 5 | -6
CC(C)C[C@H](NC(=O)[C@@H]1Cc2ccccc2CN1C(=O)OC(C)(C)C)C(=O)NCC1CCC(C(=O)O)CC1 (some centres undefined) | -9 | 9 | -10
Cc1c(O)c(CN(C)C)cc2c1oc(=O)c1ccccc12 | -23 | 7 | 6
CCN(Cc1ccccc1)S(=O)(=O)c1ccc(OC)c2ncccc12 | -4 | 4 | -25
Cc1ccccc1C(=O)Nc1ccc(S(=O)(=O)Nc2onc(C)c2C)cc1 | -8 | 7 | 2
CC(C)(C)c1ccc(C(=O)NNC(=O)c2cccc(-n3cnnn3)c2)cc1 | -22 | 6 | 9
CCOC(=O)/C(C#N)=C/Nc1ccsc1C(=O)OC | 15 | 3 | -10
COc1ccc(OC)c(C2=NOC(C(=O)Nc3cc(C)on3)C2)c1 (centres undefined) | 33 | 5 | -12
O=C(CSCC(=O)N1CCOCC1)Nc1nc(-c2ccccc2)cs1 | -24 | 8 | 43
COC(C[C@@H]1O[C@@H]1[C@@H](O)[C@H](C)OCc1ccccc1)OC | -14 | 12 | -7
COc1ccc(C2NC(=O)NC(C)=C2[N+](=O)[O-])cc1OC (centres undefined) | 7 | 6 | 4
CN1CCC=C(C(=O)N2c3ccccc3Sc3ccc(Cl)cc32)C1 | 22 | 9 | -2
CCCCOCCCNC(=O)N[C@H](C(=O)O)C(C)CC (some centres undefined) | -12 | 5 | -1
Cc1cc(N2CCN(c3ccc(F)cc3)CC2)n2ncnc2n1 | -7 | 9 | -2
COc1ccc(C(CCN2CCCCC2)c2c(OC)cc(OC)c3c(-c4ccccc4)cc(=O)oc23)cc1 (centres undefined) | -5 | 12 | 2
CC1=NN2C(=N)/C(=C\c3cc(C)n(-c4cccc(C)c4)c3C)C(=O)N=C2S1 | 20 | 7 | 40
Clc1ccccc1-c1nc(-c2ccncc2)no1 | 4 | 6 | 10
COc1ccc(C(=O)N/N=C(\C)CC(=O)Nc2cccc(C(F)(F)F)c2)cc1 | 12 | 69* | 19
CCc1ccc(-c2nc(CS(=O)CC(=O)O)c(C)o2)cc1 (centres undefined) | 13 | 7 | 21
Cc1ccc(S(=O)(=O)Nc2cccnc2Oc2ccc(Cl)cc2)cc1 | -5 | 19 | 19

Reformatted field by field: 2 of the compounds above
> COc1ccc(C(CCN2CCCCC2)c2c(OC)cc(OC)c3c(-c4ccccc4)cc(=O)oc23)cc1 (centres undefined)
  Pf gamet viab: -5 | Avidin bead fluor: 12 | Mcl1 Noxa PPI: 2
> COc1ccc(C(=O)N/N=C(\C)CC(=O)Nc2cccc(C(F)(F)F)c2)cc1
  Pf gamet viab: 12 | Avidin bead fluor: 69* | Mcl1 Noxa PPI: 19

Additional records follow.
Compound | Pf gamet viab | Avidin bead fluor | Mcl1 Noxa PPI
CCCCSc1nc(C(=O)O)cc(=O)[nH]1 | -4 | 3 | 19
CC1(C)Cc2c(sc3nc(C4CC4)n(N)c(=O)c23)CO1 | -2 | 7 | 10
O=C(O)C1=NN(c2ccccc2)C(=O)C1 | 16 | 3 | 27
COc1ccc(/C=C(\NC(=O)c2ccccc2)C(=O)N/N=C/c2cccnc2)cc1 | 6 | 6 | -18
CC(=C\C(=O)O)/C(=C\c1cccc2ccccc12)C(=O)O | -10 | 8 | -1
CC1(/[N+]([O-])=C/c2cccc(Cl)c2)CCCCC1=O (centres undefined) | -9 | 7 | 4
N/C(=N\OC(=O)Nc1ccccc1)c1ccno1 | 9 | 8 | -4
COc1ccc(OCC(=O)C2CC2)c(C#N)c1 | -2 | 5 | 10
CN(C1=NC(=O)CS1)c1ccc(O)cc1 | 4 | 4 | -6
CCOC(=O)c1ccccc1NC(=O)CN1CCC(n2nnc3cc(C(F)(F)F)ccc32)CC1 | -3 | 9 | -8
CCCCCCCCS(=O)C1CS(=O)(=O)CC1O (centres undefined) | -23 | 6 | 17
CN(C)CCNc1ncnc2c1sc1nc(N3CCCC3)c3c(c12)CC(C)(C)OC3 | -8 | 8 | 13
COc1ccc(C(=O)C2CCCN(C(=O)Cn3nc(C)cc3C)C2)cc1F (centres undefined) | 0 | 5 | 13
CCCCCC(=O)NN1C(=S)N(c2ccc(OC)cc2)C(=O)C1CC(=O)Nc1ccccc1 (centres undefined) | -10 | 4 | 22
O=C(O)COc1ccc2c(c1)O/C(=C\c1cccs1)C2=O | -13 | 10 | -26
C=C(C)C(=O)Nc1ccc2c(c1)OCCOCCOCCO2 | 16 | 4 | 52*

Exported as labelled records: part of the list above
SMILES: CC1=NN2C(=N)/C(=C\c3cc(C)n(-c4cccc(C)c4)c3C)C(=O)N=C2S1
- Pf gamet viab: 20
- Avidin bead fluor: 7
- Mcl1 Noxa PPI: 40

SMILES: CCOC(=O)c1ccccc1NC(=O)CN1CCC(n2nnc3cc(C(F)(F)F)ccc32)CC1
- Pf gamet viab: -3
- Avidin bead fluor: 9
- Mcl1 Noxa PPI: -8

SMILES: O=C(O)C1=NN(c2ccccc2)C(=O)C1
- Pf gamet viab: 16
- Avidin bead fluor: 3
- Mcl1 Noxa PPI: 27

SMILES: CC(C)(C)c1ccc(C(=O)NNC(=O)c2cccc(-n3cnnn3)c2)cc1
- Pf gamet viab: -22
- Avidin bead fluor: 6
- Mcl1 Noxa PPI: 9

Following part:
Compound | Pf gamet viab | Avidin bead fluor | Mcl1 Noxa PPI
COc1cc([N+](=O)[O-])c(OC)cc1SCc1n[nH]c(=S)n1-c1ccc(F)cc1 | -9 | 3 | 18
Cc1ccccc1C(=O)Nc1nc2c(C)csc2c(=O)s1 | 3 | 8 | -12
Cc1c(C)[n+](=O)c(-c2ccc(Br)cc2)c(C)n1[O-] | -5 | 6 | 4
CCc1ccc(N2CN(Cc3cccnc3)CNC2=S)cc1 | -6 | 4 | -7
O=C(N/N=C/c1cccnc1)NC12CC3CC(CC(C3)C1)C2 | -5 | 6 | -7
O=C(/C=C/Nc1ccc(S(=O)(=O)Nc2cnc3ccccc3n2)cc1)c1ccccc1 | 5 | 8 | 13
O=c1cc(-c2ccccc2)nc(/C=C/c2ccccc2)[nH]1 | -34 | 11 | 14
CCn1c(=O)c([N+](=O)[O-])c(NC2CCS(=O)(=O)C2)c2ccccc21 (centres undefined) | 0 | 7 | 7
CCn1c(=O)c([N+](=O)[O-])c(NCc2ccco2)c2ccccc21 | 11 | 5 | 8
Cc1nc(N)[nH]c(=O)c1CC(=O)OCCCl | -6 | 8 | -6
CCOC(=O)N1CCN(c2c(N3CCN(c4ccccc4F)CC3)c(=O)c2=O)CC1 | -18 | 6 | 2
CC(C)c1ncc(C(O)c2ccccc2)n1C (centres undefined) | 19 | 8 | 8
c1ccc(-c2nc(-c3ccccn3)nc(-c3ccccn3)n2)nc1 | -17 | 8 | -77
Cc1cccc(C(=O)NNC2=CC(=O)CC(C)(C)C2)c1O | 9 | 3 | -1
Cc1ccc(O)c(NC(=O)C2CCCCC2)c1 | 17 | 2 | 2
O=C(O)C(Cc1c[nH]c2ccccc12)N1C(=O)c2ccccc2C1=O (centres undefined) | -6 | 6&9 | 28&0

An excerpt from above in order of their number in Avidin bead fluor, lowest first:
Structure	Avidin bead fluor	Mcl1 Noxa PPI
Cc1ccc(O)c(NC(=O)C2CCCCC2)c1	2	2
Cc1cccc(C(=O)NNC2=CC(=O)CC(C)(C)C2)c1O	3	-1
CCn1c(=O)c([N+](=O)[O-])c(NCc2ccco2)c2ccccc21	5	8
c1ccc(-c2nc(-c3ccccn3)nc(-c3ccccn3)n2)nc1	8	-77

(further entries)
Compound | Pf gamet viab | Avidin bead fluor | Mcl1 Noxa PPI
Cc1cc(C)n2nnnc2n1 | 10 | 4 | -1
CN(CCO)c1nc(N)c(C#N)c(CC#N)c1C#N | -37 | 20 | 22
CCS(=O)(=O)c1ccc(O)c(NC(=O)Nc2cccc3ccccc23)c1 | -3 | 7 | 22
S=c1[nH]nc(Cn2c(-c3ccccn3)nc3ccccc32)n1-c1ccc2c(c1)OCCO2 | -7 | 2 | 6
CC(NCc1ccc(S(N)(=O)=O)cc1)C(=O)N1CCc2ccccc21 (centres undefined) | 27 | 12 | 13
Cc1ccc2oc(=O)n(CC(=O)N3CCOCC3)c2c1 | 21 | 3 | 7
CC(NCCC1(C(C)C)CCOC(C)(C)C1)c1cccs1 (centres undefined) | -5 | 8 | -14
C=CCN1C=CC(=CC=C(C#N)C#N)C=C1 | 6 | 8 | -10
COc1ccc([N+](=O)[O-])c(OC)c1C(=O)NC(=O)Nc1nc(C)cc(C)n1 | 18 | 6 | 10
COc1ccc(CN(C(C)=O)c2ccccc2C(=O)O)cc1 | -4 | 5 | -3
CCOC(=O)c1ccc(N2CCCCC2)c(NS(=O)(=O)c2ccc(C)cc2)c1 | 1 | 7 | -12
O=C(O)CCCN1C(=O)/C(=C/c2ccncc2)SC1=S | 15 | 40 | -24
CCOC(=O)c1c(N)c2cc([N+](=O)[O-])ccc2n1C | 2 | 3 | 36
Cc1ccc(S(=O)(=O)NC(=O)Nc2nc(-c3ccc(F)c(F)c3)cs2)cc1 | -14 | 5 | 8
C=CCn1c(SC)nnc1-c1ccc2ncccc2c1 | -11 | 8 | 18
CCN1C(=O)C(CC(=O)Nc2ccc(OC)cc2)N(CCN2CCOCC2)C1=S (centres undefined) | -9 | 3 | 0
CC(=O)N/C(=C\c1ccc(Cl)cc1)C(=O)O | -13 | 6 | 0
CN1C(C(=O)NCc2cccc(C(F)(F)F)c2)CC2Cn3c(nc4cc5ccccc5cc43)C21 (centres undefined) | 25 | 8 | 7
O=C(Nc1ccc2[nH]ccc2c1)c1ccc(F)cc1 | -2 | 7 | -6
COCCN(CCOC)S(=O)(=O)c1ccc(Cl)nc1 | -42 | 3 | -1
COc1ccc(-c2noc(CCC(=O)NC3CCCC3)n2)cc1 | -2 | 6 | 14
O=[N+]([O-])c1ccc(-c2nc(-c3ccncc3)no2)cc1 | 16 | 18 | -10
COc1cc(/C=N/NC(=O)c2ccc3nc[nH]c3c2)ccc1O | -14 | 7 | 21
Cc1cc(C(=O)N(CCC#N)Cc2cccs2)no1 | 5 | 7 | -3
Cc1ccc(-n2ccnc2SCC(=O)O)cc1C | 8 | 7 | 20
CCCCC1=CC2=CC(=O)C(C)(OC(=O)CC)C(=O)C2=CN1CC(C)C (centres undefined) | 6 | 11 | -5
Cc1ccc2c(CN3CCOCC3)cc(=O)oc2c1 | -7 | 5 | -4
CCCN(CCC)C(=S)NC1CC2C=CC1C2 (centres undefined) | -3 | 7 | 7
NNC(=O)c1oc2nc(-c3ccco3)cc(-c3ccco3)c2c1N | 5 | 10 | 62*
O=S(=O)(Nc1ncnc2scc(-c3ccc(F)cc3)c12)c1cc(F)ccc1F | -7 | 9 | 30
